Screening results as filed in PubChem.
NCI-60 one-dose screen, 48 h, at 10 µM unless noted. Numbers give growth in % (100 = growth as untreated, 0 = no growth, -100 = all killed).
HCC-2998: HCC-2998 colon cancer | 79,000 compounds, 4.7% hits
HT29: HT29 colon cancer. 81,000 compounds, 7.4% hits. AID 1794748
HCT-116: HCT-116 colon cancer; 82,000 compounds, 7.3% hits; AID 1794798
SW-620: SW-620 colon cancer; 82,000 compounds, 5.2% hits; AID 1794795
COLO 205: COLO 205 colon cancer; 79,000 compounds, 7.3% hits
HCT-15: HCT-15 colon cancer; 82,000 compounds, 5.2% hits
SNB-75: SNB-75 CNS cancer; 79,000 compounds, 5% hits
KM12: KM12 colon cancer cells. 82,000 compounds, 5% hits. AID 1794800
SNB-19: SNB-19 CNS cancer cells | 81,000 compounds, 2.5% hits | AID 1794751
An asterisk follows results filed as active; . = no result given; & = joins results of further samples. How the source made its calls: active means growth percent below 10; inactive means the rest. An unsorted share of the library. About 10% of those tested had a hit in this group.

| smiles | HCC-2998 | HT29 | HCT-116 | SW-620 | COLO 205 | HCT-15 | SNB-75 | KM12 | SNB-19 |
| --- | --- | --- | --- | --- | --- | --- | --- | --- | --- |
| CC(=O)N[C@H](C(=O)N[C@@H](CCCNC(=N)N)C(=O)N[C@@H](CCCCN)C(=O)N[C@@H](CCCNC(=N)N)C(=O)NC(C(=O)N[C@@H](CC(C)C)C(=O)N[C@@H](CCCNC(=N)N)C(=O)N[C@]1(C)CCCCCC/C=C/CCC[C@@](C)(C(=O)N[C@H](C(=O)N[C@@H](CCC(=O)O)C(N)=O)C(C)C)NC(=O)[C@H](CCC(=O)O)NC(=O)[C@H](CCCNC(=N)N)NC(=O)[C@H](CCC(=O)O)NC(=O)[C@H](CCC(N)=O)NC(=O)[C@H](CC(C)C)NC(=O)[C@H](CC(C)C)NC1=O)[C@@H](C)O)C(C)C (some centres undefined) | 106 | 96 | 100 | 106 | 108 | 102 | 102 | 104 | 106 |
| Nc1ncnc2c1c(-c1ccc(Cl)cc1)nn2Cc1ccc(B(O)O)cc1 | 87 | 47 | 60 | 73 | 74 | 76 | 25 | 69 | 79 |
| NC(=O)c1cnc(N/N=C/c2ccccc2)nc1N | 92 | 87 | 107 | 105 | 105 | 102 | 85 | 101 | 89 |
| Nc1nc(Cl)c2[nH]cnc2n1 | -51* | 110 | 104 | 105 | 103 | 103 | 80 | 109 | 93 |
| CCN(CC)c1ccc(/C=N\N2CCCCCC2)cc1 | 99&100 | 87&98 | 93&83 | 101&107 | 107&105 | 76&90 | 100&104 | 99&108 | 102&95 |
| CC(=O)c1cnc(-c2ccccc2)nc1CBr | 100 | 44 | 28 | 40 | 37 | 63 | 73 | 95 | 81 |
| N#Cc1ccc2cc1OC/C=C\COc1cc([N+](=O)[O-])ccc1NS(=O)(=O)N2 | 107 | 92 | 98 | 106 | 109 | 111 | 87 | 107 | 95 |
| COCC(C)OC(=O)c1ccccc1Cl (centres undefined) | 118 | 113 | 98 | 114 | . | 106 | 100 | 100 | 111 |
| Nc1ccc(S(=O)(=O)Nc2ccc(S(=O)(=O)O)cc2)cc1 | 99 | 96 | 96 | 107 | 112 | 109 | 99 | 102 | 102 |
| CC(=O)Nc1nc(C(=O)N2N=C(C)/C(=C/c3cccs3)C2=O)cs1 | 108 | 96 | 100 | 110 | 104 | 93 | 92 | 110 | 102 |
| C/C(=C(/c1ccccc1)c1ccc(N2C(=O)c3cccc4c(NCCN5CCOCC5)ccc(c34)C2=O)cc1)c1ccccc1 | 91 | 46 | 37 | 83 | 77 | 42 | 57 | 73 | 95 |
| Cc1c(N=Nc2cc(N=Nc3ccc(N=Nc4ccc(O)c(C(=O)O)c4)cc3)c(N)cc2N)cccc1S(=O)(=O)O | 110 | 93 | . | 97 | 102 | 101 | 75 | 98 | 101 |
| N/C(=N\c1nc2ccccc2s1)NC(=O)N1CCN(CCO)CC1 | 100 | 101 | 96 | . | 110 | 102 | 84 | 105 | 94 |
| Cc1ccc(-c2nn(C)c(=O)c3noc(-c4ccc(C)cc4)c23)cc1 | 71 | 9.5* | 37 | 21 | 13 | 32 | -21* | 36 | 33 |
| CC1(C)CC(=O)C2=C(C1)N(c1ccc(OC(F)(F)F)cc1)C(N)=C(C#N)C2c1ccc(Cl)c([N+](=O)[O-])c1 (centres undefined) | 103 | 85 | 76 | 92 | 83 | 69 | 69 | 80 | 89 |
| O=C(Nc1ccc(Cc2ccc(NC(=O)C(c3ccccc3)c3ccccc3)cc2)cc1)C(c1ccccc1)c1ccccc1 | 107 | 105 | 102 | 92 | 98 | 99 | 82 | 103 | 99 |

Single entries from the list:
Cc1ccc(-c2nn(C)c(=O)c3noc(-c4ccc(C)cc4)c23)cc1 – HCT-15: 32
N/C(=N\c1nc2ccccc2s1)NC(=O)N1CCN(CCO)CC1 – HCT-116: 96
Cc1c(N=Nc2cc(N=Nc3ccc(N=Nc4ccc(O)c(C(=O)O)c4)cc3)c(N)cc2N)cccc1S(=O)(=O)O – HT29: 93
CC(=O)Nc1nc(C(=O)N2N=C(C)/C(=C/c3cccs3)C2=O)cs1 – SNB-75: 92

The list continues.
| smiles | HCC-2998 | HT29 | HCT-116 | SW-620 | COLO 205 | HCT-15 | SNB-75 | KM12 | SNB-19 |
| --- | --- | --- | --- | --- | --- | --- | --- | --- | --- |
| O=c1[nH]c(-c2ccccn2)nc2sc3c(c12)CCCCC3 | 69 | 37 | 25 | 30 | 28 | 34 | 81 | 39 | 46 |
| Cc1ccc([C@H]2C(C(=O)c3ccc(Cl)cc3)C3(N[C@@H]2c2ccccc2)C(=O)Nc2ccccc23)cc1 (some centres undefined) | 24 | 18 | 14 | 30 | 19 | 36 | . | 26 | 41 |
| COc1ccc(NC(=O)C(C)=O)cc1 | 107 | 112 | 106 | 106 | 113 | 104 | 105 | 115 | 105 |
| CCCC(=O)NNc1[nH]c(-c2ccc(Cl)cc2)cc1C(=O)OCC | 80 | 144 | 105 | 104 | 118 | 113 | 111 | 98 | 106 |
| CN1CC(O)(C(O)C(O)C(O)CO)SC1=S (centres undefined) | 104 | 98 | 101 | 106 | 108 | 105 | 100 | 100 | 103 |
| COc1cc2c(-c3nc4cc(Cl)c(F)cc4s3)cc(=O)oc2c(C)c1OC | . | -80* | -2.7* | -58* | -47* | -39* | -90* | -90* | 35 |
| CCCCC(=O)NNc1nccc(Nc2ccc(S(=O)(=O)Nc3ccccn3)cc2)n1 | 108 | 100 | 90 | 108 | 106 | 107 | 98 | 102 | 105 |
| O=C1CS/C(=N\c2ncn[nH]2)N1 | 100 | 84 | 91 | 88 | 109 | 97 | 95 | 101 | 99 |
| COc1cc(-c2nn(C(C)(C)C)cc2-c2ccnc(NCCCNS(=O)(=O)c3cccc4ccccc34)n2)ccc1Cl | 88 | 45 | 34 | 73 | 59 | 36 | 75 | 52 | 73 |
| NNC(=O)CSc1nc2sc3c(c2c(=O)n1-c1ccccc1)CCCCC3 | 106 | 108 | 105 | 100 | 117 | 100 | 91 | 107 | 101 |
| COc1ccc(-c2nnc(-c3nc(-c4cc(OC)c(OC)c(OC)c4)n4ccccc34)o2)cc1OC | 71 | 46 | 55 | 78 | 84 | 62 | 93 | 60 | 74 |
| Cc1ccc(-c2csc(NC(=O)c3ccc(F)cc3)c2C(=O)O)cc1 | 85 | 90 | 79 | 88 | 91 | 76 | 65 | 40 | 68 |
| COc1ccc(C2CC(=O)c3ccccc3O2)cc1OC (centres undefined) | 112 | 109 | 97 | 105 | 119 | 89 | 84 | 100 | 94 |
| Cc1ccc(/C=C(/NC(=O)c2ccccc2)C(=O)Nc2ccc(S(N)(=O)=O)cc2)o1 | 110 | 106 | 104 | 107 | 118 | 99 | 93 | 109 | 102 |
| CCCc1cc(Cl)c(O)cc1O | 107 | 103 | 91 | 102 | 111 | 105 | 92 | 101 | 100 |
| Cc1ccc(S(=O)(=O)Oc2c(Cl)cc(Cl)cc2Cl)cc1 | 109 | 90 | 93 | 90 | 98 | 100 | 83 | 96 | 97 |
| CCCC(=O)Nc1ccc(Nc2ncccc2C(=O)OCC)cc1 | 100 | 97 | 106 | 103 | 123 | 96 | 100 | 101 | 98 |
| Cc1c(Cl)cc(N2C(=O)c3cccc4cccc(c34)C2=O)cc1Cl | 101 | 102 | 102 | 105 | 102 | 107 | 93 | 108 | 103 |
| CCCCCCCCCCCCCCCCNC(=O)Nc1ccccc1Cl | 100 | 98 | 98 | 96 | 115 | 100 | 107 | 102 | 102 |
| Nc1nc(N)nc(-c2cscn2)n1 | 103 | 105 | 95 | 103 | 114 | 102 | 77 | 94 | 98 |
| CCOC(=O)c1cc(C(=O)c2cc(OC)c(OC)c(OC)c2)n2ccccc12 | 39 | 1.2* | 19 | 30 | -32* | 29 | 33 | 25 | 43 |
| COc1cc(C2CC(=O)Nc3c2c(C)nn3-c2nc3ccccc3[nH]2)cc(OC)c1OC (centres undefined) | 94 | 109 | 107 | 97 | 116 | 101 | 87 | 123 | 93 |
| Cc1ccc(Nc2nc(N)nc(N)c2N=O)cc1 | 101 | 95 | 103 | 99 | 101 | 91 | 73 | 96 | 94 |
| O=Cc1cc2ccccc2nc1-n1cnc2ccccc21 | 106 | 106 | 95 | 96 | 109 | 102 | 85 | 105 | 102 |

Overlap with the part before: five entries; new compounds follow.
| smiles | HCC-2998 | HT29 | HCT-116 | SW-620 | COLO 205 | HCT-15 | SNB-75 | KM12 | SNB-19 |
| --- | --- | --- | --- | --- | --- | --- | --- | --- | --- |
| Nc1nc(N)nc(-c2cscn2)n1 | 103 | 105 | 95 | 103 | 114 | 102 | 77 | 94 | 98 |
| CCOC(=O)c1cc(C(=O)c2cc(OC)c(OC)c(OC)c2)n2ccccc12 | 39 | 1.2* | 19 | 30 | -32* | 29 | 33 | 25 | 43 |
| COc1cc(C2CC(=O)Nc3c2c(C)nn3-c2nc3ccccc3[nH]2)cc(OC)c1OC (centres undefined) | 94 | 109 | 107 | 97 | 116 | 101 | 87 | 123 | 93 |
| Cc1ccc(Nc2nc(N)nc(N)c2N=O)cc1 | 101 | 95 | 103 | 99 | 101 | 91 | 73 | 96 | 94 |
| O=Cc1cc2ccccc2nc1-n1cnc2ccccc21 | 106 | 106 | 95 | 96 | 109 | 102 | 85 | 105 | 102 |
| NC(=O)OCC(O)COc1ccc(Cl)cc1 (centres undefined) | 110 | 102 | 107 | 96 | 106 | 106 | 107 | 112 | 101 |
| Nc1c(Br)cc(Br)cc1CNC1CCC(O)CC1 (centres undefined) | 98 | 89 | 97 | 101 | 101 | 107 | 99 | 106 | 109 |
| O=C1c2ccccc2C(=O)c2c1cccc2-n1nnc2ccccc21 | 83 | 106 | 86 | 105 | 116 | 102 | 91 | 110 | 104 |
| Cc1ccc(C(=O)c2sc3nc4c(cc3c2N)CCCC4)c(C)c1 | 40 | 9.1* | 25 | 30 | 3.7* | 30 | -14* | 34 | 51 |
| O=c1oc2ccc(Br)cc2cc1/C(CS(=O)(=O)c1ccccc1)=N/Nc1ccccc1 | 105 | 104 | 98 | 100 | . | 98 | 81 | 83 | 98 |
| O=C(Cc1ccccc1Nc1c(Cl)cccc1Cl)N/N=C/c1sc(=S)n(-c2ccc(F)cc2)c1O | 92 | 96 | 81 | 100 | 100 | 92 | 115 | 80 | 90 |
| S=C(NCCCN1CCN(CCCNC(=S)NC2CCCCC2)CC1)NC1CCCCC1 | 101 | 88 | 95 | 98 | 96 | 109 | 96 | 102 | 106 |
| CSCCC(NC=O)C(=O)O (centres undefined) | 108 | 112 | 109 | 116 | 106 | 100 | 88 | 118 | 99 |
| CC(=O)C1=CC[C@H]2[C@@H]3CCC4=CC(=O)CC[C@]4(C)[C@H]3C(=O)C[C@]12C | 100 | 76 | 63 | 86 | 120 | 69 | 71 | 93 | 86 |
| CCOC(=O)c1nn(C2CCCCO2)c2ccc(NC(=O)Cc3ccccc3)cc12 (centres undefined) | 104 | 102 | 91 | 98 | 125 | 74 | 69 | 75 | 81 |
| Cc1ccc(-c2nnc(SCc3cc(=O)oc4c3ccc3ccccc34)n2-c2ccccc2)cc1 | 93 | 87 | . | 108 | 93 | 96 | 95 | 96 | 99 |
| CC(C)CNC(=O)/C=C/c1ccc2c(c1)OCO2 | 118 | 94 | 106 | 95 | 106 | 106 | 77 | 127 | 103 |
| CN1CCN(C(=O)C2CN(c3cccc(Cl)c3)N(c3cccc(Cl)c3)C2=O)CC1 (centres undefined) | 96 | 78 | 85 | 85 | 78 | 85 | 71 | 85 | 86 |
| CCCc1cc(NC)nc(SCC)n1 | 107 | 107 | 109 | 98 | . | 100 | 90 | 103 | 92 |
| COCc1cc(C)nc2sc(-c3snnc3C)c(N)c12 | 93 | 87 | 95 | 108 | 107 | 96 | 98 | 100 | 98 |
| O=C(Cn1cc(CN2CCN(c3ccnc4cc(Cl)ccc34)CC2)nn1)Nc1ccc(Br)cc1 | 98 | 80 | 81 | 69 | 94 | 68 | 57 | 37 | 81 |
| CCCC(=O)NC1C(Nc2ccc(S(=O)(=O)Nc3nc(C)cc(C)n3)cc2)OC(CO)C(O)C1O (centres undefined) | 92 | 105 | 107 | 106 | 115 | 102 | 92 | 104 | 112 |
| O=C(CCN1C(=O)CCC1=O)Nc1ncc(Cc2ccc(Cl)cc2Cl)s1 | 98 | 99 | 95 | 103 | 107 | 100 | 90 | 102 | 95 |
| Oc1c(CN2CCCC2)cc(COCc2ccc(Br)cc2)c2cccnc12 | 22 | 55 | 1.8* | 5.6* | 39 | -40* | 24 | 21 | 23 |
| COc1cc2c(c(OC)c1OC)C(=O)CC(c1cccc(C(=O)Nc3cccc(F)c3)c1)O2 (centres undefined) | 101 | 83 | 61 | 95 | 99 | 64 | 79 | 83 | 90 |
| O=c1oc2cc(O)ccc2cc1-c1nc2ccccc2o1 | 120 | 96 | 87 | 105 | 114 | 92 | 96 | 88 | 100 |
| CCC(CCNC(=O)c1ccccc1)(CCNC(=O)c1ccccc1)[N+](=O)[O-] | 98 | 106 | 99 | 103 | 116 | 105 | 75 | 111 | 91 |
| Cc1ccc2oc(=O)cc(Cn3cnc4c(NCc5ccco5)ncnc43)c2c1 | 103 | 96 | 82 | 107 | 113 | 93 | 97 | 92 | 102 |
| Cc1ccc([N+](=O)[O-])cc1NS(=O)(=O)c1ccccc1 | 106 | 105 | 104 | 96 | 114 | 113 | . | 106 | 98 |
| CC1(C)CC(=O)C2=C(C1)N(c1ccc(OC(F)(F)F)cc1)C(N)=C(C#N)C2c1cc(Cl)ccc1Br (centres undefined) | 101 | 99 | 90 | 99 | 105 | 91 | 81 | 95 | 65 |
| N#Cc1nc(-c2ccc(F)cc2)oc1S(=O)(=O)N1CCN(c2ccc(F)cc2)CC1 | 109 | 66 | 47 | 19 | 87 | 14 | 88 | 102 | 97 |
| CC1(C)CCC(S(=O)(=O)c2ccc3c(c2)/C(=N\O)c2cc(S(=O)(=O)N4CCN(c5ccc(F)cc5O)CC4)ccc2-3)CC1 | -92* | -89* | -97* | -81* | -89* | -75* | -98* | -90* | -73* |
